FXIa inh: human FXIa protease inhibitors, primary screen, biochemical, 1536-well; Coagulation factor XI (Homo sapiens), P03951; hit rate 0.14% among 220,000; AID 798, 2007; inhibition, % at 5 µM; purified FXIa, Boc-Glu-Ala-Arg-AMC fluorogenic substrate;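 active = inhibition of at least 40%; inactive = inhibition below 40%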;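 also: fluorescence of freed AMC excited at 355 nm; 0% = enzyme without compound and 100% = no enzyme blank; many of its hits are not listed in these tables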
Thrombin inh: human alpha-thrombin inhibitors, primary screen, counter-screen for coagulation protease inhibitor project, biochemical, 1536-well, fluorogenic AMC substrate; Boc-VPR-AMC fluorogenic substrate cleavage; inhibition, % at 5 µM; hit rate 0.26% among 220,000; AID 1046, 2008;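 active = inhibition at or above 40%; inactive = inhibition below 40%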;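 also: 0% = enzyme with no compound and 100% = wells without enzyme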
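Test system: human alpha-thrombin; medium: pH 7.5 Tris-saline with Tween 20; times: reaction at room temperature; signal: AMC fluorescence at 355 nm excitation and 460 nm emission; also added: Boc-VPR-AMC substrate, 15 µM final; dosing: one concentration per compound, 5 µM, with 0.2% DMSO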
Wee1 degr inh: Wee1 degradation inhibitors, primary screen, cell-based, HeLa, Wee1K328M-luciferase, luminescence; HeLa Luc-Wee1K328M stability; 100% = proteasome inhibitor MG132 effect; reporter increase, % at 5 µM; hit rate 1.2% among 220,000; AID 1321, 2008;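 active = activation above the mean of all tested compounds plus 3 SD, set per screening run, cut at about 8.8% in these data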;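 also: cells exposed to compound for 20 h before luminescence read; 0% = DMSO alone and 100% = MG132 at 30 µM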
14-3-3 Bad PPI: inhibitors of 14-3-3 zeta/Bad binding, primary screen, biochemical, TR-FRET, bovine 14-3-3 zeta; 14-3-3 protein zeta/delta (Bos taurus), P63103; TR-FRET 14-3-3zeta/Dy647-pBad peptide displacement, 1 h; inhibition, % at 21.7 µM; hit rate 0.71% among 220,000;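 active = inhibition above about 70%, limit read from the data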;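 also: 0% = full 14-3-3 plus peptide FRET controls and 100% = background without 14-3-3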
Target sequence (P63103 whole entry, looked up): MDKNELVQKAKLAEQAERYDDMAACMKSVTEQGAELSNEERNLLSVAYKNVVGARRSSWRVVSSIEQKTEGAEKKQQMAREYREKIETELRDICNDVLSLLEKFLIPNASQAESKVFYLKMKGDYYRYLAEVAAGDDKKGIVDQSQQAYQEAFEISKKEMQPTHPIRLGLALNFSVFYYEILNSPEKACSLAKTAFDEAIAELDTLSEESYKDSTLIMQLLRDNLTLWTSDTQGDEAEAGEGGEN
FXIIa inh 1536: human FXIIa protease inhibitors, primary screen, biochemical, 1536-well. purified FXIIa, Boc-QGR-AMC fluorogenic substrate, 2 h. hit rate 0.3% among 220,000. AID 800, 2007. inhibition, % at 5 µM; in the data active = inhibition above about 40%;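 also: 0% = enzyme with no compound and 100% = blank without enzyme; many of its hits are not listed in these tables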
Target sequence (P00748 20-372 limits assumed): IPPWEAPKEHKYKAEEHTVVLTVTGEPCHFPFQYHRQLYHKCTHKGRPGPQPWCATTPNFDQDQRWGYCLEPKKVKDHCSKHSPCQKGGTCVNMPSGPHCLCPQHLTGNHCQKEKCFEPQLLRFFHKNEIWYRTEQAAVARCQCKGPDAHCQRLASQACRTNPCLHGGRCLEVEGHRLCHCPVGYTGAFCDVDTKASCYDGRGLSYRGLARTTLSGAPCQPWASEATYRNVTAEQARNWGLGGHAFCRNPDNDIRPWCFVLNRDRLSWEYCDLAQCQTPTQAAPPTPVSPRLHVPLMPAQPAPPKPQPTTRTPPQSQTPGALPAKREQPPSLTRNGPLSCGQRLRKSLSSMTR
Target sequence (P00748 373-615 limits assumed): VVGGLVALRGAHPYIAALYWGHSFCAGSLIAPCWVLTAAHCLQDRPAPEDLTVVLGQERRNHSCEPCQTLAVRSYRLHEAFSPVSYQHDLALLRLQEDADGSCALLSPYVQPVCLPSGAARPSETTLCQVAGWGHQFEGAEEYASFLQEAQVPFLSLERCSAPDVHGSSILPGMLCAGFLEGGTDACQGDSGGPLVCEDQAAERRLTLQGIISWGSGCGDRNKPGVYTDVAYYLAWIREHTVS
Runt-SMMHC FRET: inhibitors of RUNX1 Runt–CBFb-SMMHC binding, primary screen, biochemical, FRET, Cerulean-Runt, Venus-CBFb-SMMHC, uHTS | Runt-related transcription factor 1 (Homo sapiens) + Core-binding factor subunit beta … | Cerulean-Runt/Venus-CBFb-SMMHC FRET ratio 530/480, 1 h | inhibition, % at 20 µM | hit rate 0.74% among 220,000 | AID 1434, 2008;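 active = mean inhibition across duplicate retests at 20 µM reaching about 50%, limit read from the data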;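 also: 0% = DMSO wells and 100% = wells with excess untagged CBFb-SMMHC; inhibitors lower the FRET ratio by blocking Runt binding to CBFb-SMMHC; some results filed as inactive read as strong as hits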
Hck-Nef inh: inhibitors of Nef-activated human Hck kinase, primary screen, biochemical, Z-Lyte FRET, 384-well, Hck-YEEI. Tyrosine-protein kinase HCK (Homo sapiens), P08631. Recombinant Hck-YEEI plus Nef, Z-Lyte FRET kinase assay. inhibition, % at 20 µM. hit rate 0.68% among 220,000;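 active = Hck-Nef kinase inhibition above about 50%, limit read from the data; inactive = inhibition below that limit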;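 also: 0% = DMSO with Hck plus Nef and 100% = Hck alone without Nef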
hK5 inh: human KLK5 protease inhibitors, primary screen, biochemical, 1536-well; Kallikrein-5 (Homo sapiens), Q9Y337; recombinant hK5, fluorogenic AMC substrate cleavage; inhibition, % at 5 µM; hit rate 0.59% among 210,000; AID 873, 2007;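 active = inhibition of 40% or more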;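 also: 0% = enzyme controls without compound and 100% = no-enzyme blanks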
Runt-CBFb FRET: inhibitors of RUNX1 Runt–CBFb binding, primary screen, biochemical, FRET, Cerulean-Runt, Venus-CBFb, uHTS. Cerulean-Runt/Venus-CBFb FRET ratio 530/480, 1 h. hit rate 0.46% among 220,000. AID 1496, 2009. inhibition, % at 20 µM. Runt-related transcription factor 1 (Homo sapiens) + Core-binding factor subunit beta …;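 active = inhibition over about 50% at 20 µM in the single-dose screen, limit read from the data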;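 also: 0% = DMSO wells and 100% = excess unlabeled CBFb competitor control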
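Schedule: protein complex preformed 1 h, compound exposure 1 h, room temperature, dark; test system: Cerulean-labeled Runt domain protein; amount: 100 nM per protein; buffer or medium: Tris 50 mM pH 7.5, KCl, K2SO4, 0.01% BSA; read-out: loss of energy transfer signal; detection: FRET fluorescence; controls: 5 µM unlabeled CBFb as full-inhibition high control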
* hit, by the source's call; x = no result given; [ ] = dose if it differs, or a comment. No enrichment for hits; 4.2% or so of the library scored in one or more.

SMILES	FXIa inh	Thrombin inh	Wee1 degr inh	14-3-3 Bad PPI	FXIIa inh 1536	Runt-SMMHC FRET	Hck-Nef inh	hK5 inh	Runt-CBFb FRET
Cc1ccc(C(=O)CSc2nnc(CNc3ccc(C)cc3C)o2)cc1	4.1	-0.7	-2.4	-7.7	1.5	-3.0	9.0	-1.8	-2.3
CCCSc1nnc(-c2c[nH]c3ccccc23)n1C	6.7	2.2	-0.6	0.9	18.9	1.7	2.1	-2.7	1.8
CC(=O)Nc1ccc2nc(SCC(=O)N3CCOCC3)sc2c1	-8.4	-11.0	0.2	-4.0	-2.8	2.7	-8.1	-18.0	-0.9
CCOC(=O)C1=C(C)NC(=O)NC1c1c(C)nn(-c2ccccc2)c1Cl (stereo not drawn)	-1.9	0.2	1.4	92.7*	9.8	10.1	-3.0	4.0	-2.1
COc1ccc(-c2cc(C(F)(F)F)n3nc(C)cc3n2)cc1	-1.2	-1.1	-0.9	-0.9	12.5	-1.7	2.4	-5.4	0.1
CCOC(=O)C1=C(NC(=O)c2ccc(Br)o2)Nc2ccccc2N=C1	-0.5	2.0	3.4	-7.2	13.9	-1.3	0.0	-19.6	2.1
CC1=CCC2(CO)COC(c3ccccc3O)C1C2 (stereo not drawn)	-2.2	0.3	-3.2	-0.1	-1.1	0.1	-3.4	-15.1	-1.0
COc1ccc(/C=c2\s/c(=C(/C#N)C(=O)NCc3ccco3)n(-c3ccccc3)c2=O)cc1	1.1	-12.4	2.0	8.3[fluorescence artefact?]	1.6	-126.2	8.1	-10.0	-154.2
CCCC(c1nnnn1CC1CCCO1)N1CCN(c2cc(Cl)ccc2C)CC1 (stereo not drawn)	0.7	2.1	2.5	49.6	7.9	-1.2	5.5	-22.5	-4.2
Cc1cc(C)cc(OCC(=O)Nc2cccc(-c3nnc(-c4ccco4)o3)c2)c1	3.7	4.0	0.0	4.9	4.4	-2.7	-0.5	-8.0	-4.8
CCN(CC)S(=O)(=O)c1cccc(C(=O)OCC(=O)C23CC4CC(CC(C4)C2)C3)c1	1.7	4.1	-2.1	3.5	7.0	0.1	-4.2	-5.5	-0.6
CCC(C)/C(C)=N/NC(=O)c1ccccc1OCCOc1ccccc1 (stereo not drawn)	13.1	-3.3	1.4	-8.3	7.5	-0.1	-3.6	0.2	-0.7
Cc1cccc(N2C(=S)NC3c4ccccc4OC2(C)C3C(=O)N(C)C)c1 (stereo not drawn)	-5.0	1.7	-1.9	-7.7	9.3	-2.5	2.2	-14.8	1.6
Nc1nc2n(n1)C(c1c(F)cccc1Cl)CC(c1ccc(F)cc1)N2 (stereo not drawn)	-6.9	-3.9	-0.4	-6.0	-2.0	0.6	21.3	-6.4	x
Cc1nn(C)cc1CN(C)C(=O)c1sc2cccc(Cl)c2c1Cl	-4.6	-4.1	2.6	4.3	-0.1	2.9	-3.9	6.4	-0.2
CCCCNc1nc2c(c(=O)[nH]c(=O)n2C)n1CCOc1ccccc1	-5.8	-4.1	1.7	-2.6	7.7	0.1	2.1	-4.4	-4.0
CN(C)c1ccc(/C=C(\C#N)C(=O)NCc2ccco2)cc1	4.3	-9.0	5.9	-23.9	6.8	58.5*	4.3	-13.3	90.3*
CCOC(=O)c1c(C)[nH]c(C)c1C(=O)COC(=O)CNC(=O)c1ccc(OCC)cc1	-6.2	-9.8	0.0	-4.0	-14.2	-2.1	-0.8	-13.9	-1.0
NS(=O)(=O)c1ccc(CNC(=O)Cc2c(F)cccc2Cl)cc1	-2.0	3.5	-1.9	-13.5	2.6	-8.2	12.1	-6.9	-1.0
N#Cc1c(N)sc2c1CCN(C(=O)OCc1ccccc1)C2	5.8	0.1	0.8	-4.0	0.5	23.4	10.4	-2.9	29.0
Cc1ccc(C(=O)N/N=C\C=C\c2ccc(Br)cc2)cn1	-2.6	5.9	3.9	-20.8	7.0	-0.4	-5.2	-1.2	x
O=C(NNC(=O)c1ccccc1-c1ccccc1C(=O)O)c1ccccc1	-1.2	-8.0	0.5	4.1	4.8	1.3	20.4	-1.4	-1.2
CN(C(=O)COc1ccccc1)C1CCS(=O)(=O)C1 (stereo not drawn)	-5.8	0.6	-0.2	-2.0	2.9	-2.1	14.9	-3.3	1.6
Cc1noc(C)c1S(=O)(=O)N1CCC(C(=O)Nc2ccc(OC(F)(F)F)cc2)CC1	-5.0	-3.9	2.5	0.7	3.7	-4.3	0.0	0.6	1.3
CC(=O)c1nnn(-c2nc(N3CCCC3)nc(N(c3ccccc3)c3ccccc3)n2)c1C	1.3	-6.6	-0.4	-11.3	-1.0	3.7	3.1	-4.6	0.8
CC(=O)Nc1ccccc1-c1nn[nH]n1	-2.1	-2.4	-2.4	67.6	10.2	2.7	-20.8	2.0	-0.2
CCOc1ccc(-c2nnc(N(CC)C(=O)C3CCC3)s2)cc1	-2.1	-4.9	5.3	6.9	-9.9	-5.5	1.0	-9.6	-8.4
O=C(OCc1cc(-c2ccccc2)no1)c1ccc2ccccc2n1	-2.5	-0.8	2.5	-2.8	4.6	-5.7	1.9	-1.5	0.6
CCOc1ccccc1C(=O)Nc1ccccc1C(N)=O	17.9	-0.7	-0.8	14.7	25.4	-7.3	0.9	-4.2	0.2
Cc1cc(NS(=O)(=O)c2ccc(NC(=O)c3ccc(Br)o3)cc2)nc(C)n1	9.0	-7.6	-3.2	-11.9	11.7	0.6	25.0	2.1	-1.8
N#C/C(=C\c1cccnc1)C(=O)Nc1ccccc1	9.3	-3.2	1.5	-1.0[fluorescence artefact?]	13.4	2.4	0.8	-14.8	-1.6
S=C(NC1CCCCC1)c1ccc2c(c1)OCO2	18.1	-6.3	-1.6	-6.6	16.4	1.4	-0.2	-9.5	8.0
Cn1c(-c2ccc(=O)[nH]c2)nc2ccccc21	1.9	1.5	3.8	-8.2	6.6	-4.4	4.5	x	3.6
COc1cccc(NC(=O)c2csc3c2CCCC3)c1	-2.1	0.0	3.2	-8.1	x	-1.3	-7.7	2.4	0.2
CC(Sc1nnnn1-c1ccc(Cl)cc1)C(=O)NCC(=O)Nc1ccc(F)c(F)c1F (stereo not drawn)	15.9	6.9	1.4	13.9[fluorescence artefact?]	29.4	4.1	0.3	3.5	-3.6
COC(=O)C1=C(C)N(Cc2ccccc2)C(=O)N[C@H]1c1ccc(Br)cc1	3.4	0.1	x	-2.4	8.9	-1.7	22.4	4.0	1.7
CCN(CC)S(=O)(=O)c1ccc(/C=C/C(=O)Nc2ccc(Br)cc2F)cc1	4.6	-2.9	1.4	-5.3[fluorescence artefact?]	9.8	0.6	1.6	-24.2	0.7
Cc1ccc(C(=O)NC(=S)Nc2ccccc2N2CCCC2)cc1[N+](=O)[O-]	0.6	-9.7	1.8	-27.8	7.0	-1.5	1.3	-12.4	10.8
CS(=O)(=O)c1ccc(-c2nn[nH]n2)cc1	-3.9	-5.5	-1.3	69.9	0.5	1.9	9.9	-7.7	-0.2
O=C1CC(C(=O)O)S/C(=N\NC(=O)c2ccc(F)cc2)N1 (stereo not drawn)	6.5	1.5	7.7	-15.9[fluorescence artefact?]	16.4	2.9	3.0	-31.1	0.0
CCOC(=O)c1nnn2c1nc(N1CCN(C)CC1)c1ccccc12	-4.9	-1.1	8.8	-3.8	4.0	-3.8	2.9	-7.8	1.8
CS(=O)CSc1nc2c(cc1C#N)CCCC2 (stereo not drawn)	0.0	-12.2	-2.8	13.4	13.2	-1.9	1.1	-9.3	0.7
Fc1cccc(-c2nnn3c2nc(Cl)c2ccccc23)c1	-3.9	-2.7	4.9	-9.9	-4.1	-102.1	2.5	-20.2	-61.2
COc1cc(/C=N/NC(=O)Nc2ccccc2)ccc1OC(C)=O	1.8	-7.7	-0.2	-6.5	0.8	0.6	1.6	-19.0	-1.5
Cc1ccc(C(c2sc3ncnn3c2O)N2CCCCC2)cc1 (stereo not drawn)	-8.1	-9.1	-1.3	4.2	2.5	-4.0	-0.2	-4.5	x
Cc1ccc(Nc2nc(N)nc(CSc3nc4ccccc4s3)n2)cc1	1.8	-1.1	-3.0	-7.3	-9.4	1.8	1.2	1.2	-1.7
O=C(NC1(O)C(=O)c2ccccc2C1=O)c1ccccc1	-0.3	-1.1	5.6	8.1[fluorescence artefact?]	12.3	0.3	0.2	4.9	0.1
O=C(CN(CC1CCCO1)C(=O)CCC(=O)Nc1nccs1)NCC1CCCO1 (stereo not drawn)	6.1	0.1	-1.8	-9.3[fluorescence artefact?]	9.7	1.0	4.1	-13.4	-2.2
COc1cc(OC)cc(C(=O)NCCn2ccc3ccccc32)c1	0.2	-4.1	-0.8	-1.1	8.2	-3.4	0.2	-21.5	-1.6
Cc1cc(C(=O)CSc2nnc(-c3cccs3)n2Cc2ccccc2)c(C)n1C	4.1	1.9	-1.4	-12.7	17.3	3.4	0.1	-20.5	-3.5
COc1cc2c(-c3ccc(O)cc3)nc3c(c(C)nn3-c3ccccc3)c2cc1OC	-0.6	-1.7	-0.8	54.1	4.9	-3.4	3.3	16.9	-0.7
Cc1ccc(-c2noc(CCC(=O)N3CCCc4ccccc43)n2)cc1	3.0	2.2	-1.1	1.6	7.8	3.1	-17.2	10.7	-2.9
O=C1CN(S(=O)(=O)c2ccccc2)CC(=O)N1CCc1ccccc1	7.8	-2.2	3.7	-4.2	7.1	1.4	-0.5	-2.2	-1.2
O=c1cc(O)c2c(=O)n(Cc3ccccc3)c3ccccc3c2o1	-3.2	3.8	2.8	-21.1	2.3	-14.7	18.5	-12.4	-2.5
COc1ccccc1CNC(=O)c1ccc(-c2ccccc2Cl)o1	7.5	2.6	2.6	0.1	16.0	-3.9	-7.2	-2.1	1.8
CCOc1ccc(NC(=O)C2C3C=CC4(CN(C(C(=O)OC)C(C)C)C(=O)C24)O3)cc1 (stereo not drawn)	-4.9	-0.9	-2.2	4.8	-2.0	2.1	-3.8	-5.0	0.4

High-throughput results (PubChem BioAssay)
